# 14-3-3 Bad inh: disrupts binding of bovine 14-3-3 zeta to phospho-Bad peptide; P63103; TR-FRET 14-3-3zeta/Dy647-pBad peptide displacement, 1 h; inhibition, % at 21.7 µM; 0.71% of 220,000 active;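 active means inhibition above about 70%, limit read from the data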;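 further: 0% = full 14-3-3 plus peptide FRET controls and 100% = background without 14-3-3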
# Target sequence (P63103 whole entry, looked up): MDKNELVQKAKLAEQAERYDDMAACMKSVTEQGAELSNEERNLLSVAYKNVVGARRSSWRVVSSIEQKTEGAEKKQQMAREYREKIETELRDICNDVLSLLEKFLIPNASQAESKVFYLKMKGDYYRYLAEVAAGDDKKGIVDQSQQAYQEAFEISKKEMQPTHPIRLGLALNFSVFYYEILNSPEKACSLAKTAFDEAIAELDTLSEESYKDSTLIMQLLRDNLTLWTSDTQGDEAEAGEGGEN
# TRPML3 agonist: activates the human TRPML3 channel; AID 1448; HEK293 TRPML3-YFP, Fluo-8 calcium fluorescence; 100% = the carbachol control signal; activation, % at 3 µM; 0.29% of 220,000 active;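 active means activation above its plate's cutoff, the mean activation of the plate's test wells plus 3 SD, cut at about 12% in these data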;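 further: 0% = DMSO only wells and 100% = carbachol wells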
# Target sequence (Q8TDD5 whole entry, looked up): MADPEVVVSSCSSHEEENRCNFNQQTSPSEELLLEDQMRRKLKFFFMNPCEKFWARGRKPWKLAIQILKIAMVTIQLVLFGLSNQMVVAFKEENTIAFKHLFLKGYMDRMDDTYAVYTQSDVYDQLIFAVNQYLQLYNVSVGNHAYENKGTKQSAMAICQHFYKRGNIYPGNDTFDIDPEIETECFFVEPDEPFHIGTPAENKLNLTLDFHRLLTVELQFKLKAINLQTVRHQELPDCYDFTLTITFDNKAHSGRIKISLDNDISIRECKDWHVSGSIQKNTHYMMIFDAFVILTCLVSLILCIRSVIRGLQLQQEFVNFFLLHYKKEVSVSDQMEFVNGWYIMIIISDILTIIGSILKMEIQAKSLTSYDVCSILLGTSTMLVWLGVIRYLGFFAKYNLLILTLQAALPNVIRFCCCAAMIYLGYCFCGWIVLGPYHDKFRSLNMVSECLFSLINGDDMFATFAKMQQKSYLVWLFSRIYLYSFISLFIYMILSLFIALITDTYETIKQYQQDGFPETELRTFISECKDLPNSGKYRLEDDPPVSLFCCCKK
#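 Test system: TRPML3-YFP stable HEK293 cells. Doses: single point at 3 µM. Incubation: dye loading 1 h 37 °C then 30 min ambient, 125 s read. Signal: Fluo-8 calcium dye fluorescence, ex 470-495, em 515-575 nm. Measure: percent activation from peak-to-basal fluorescence ratio, scaled between DMSO and carbachol.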
# EP2 modulator: modulators of human EP2 prostaglandin E2 receptor. AID 940. EP2-expressing cells, cAMP HTRF FRET, PGE2 co-stimulation. P43116. induction, % at 25 µM. 0.83% of 260,000 active;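 active means compounds whose cAMP rise, as percent of the full-agonist control response, exceeds 60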;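 further: rat C6 glioma line stably carrying human EP2 under a CMV promoter; the protocol text gives 20 µM as final concentration; 100% = response of wells given 1 µM PGE2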
# NPY-Y1 PAM-ag: potentiates or activates human NPY-Y1 receptor; P25929; AID 1304; 0.37% of 220,000 active; NPY-Y1 expressing cells, potentiator/agonist activation; activation, % at 3.6 µM; in the data active means activation above about 33%, passing the limit was not always enough;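 further: cells stimulated with NPY at EC10 then isoproterenol at EC100; 0% = low agonist plus stimulus and 100% = saturating agonist plus stimulus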
# NPY-Y1 antag: blocks the human neuropeptide Y Y1 receptor. 1% of 200,000 active. inhibition, % at 3.6 µM. AID 1040. HEK293-CNG Y1 cells, membrane potential fluorescence; NPY at EC95, then isoproterenol;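 active means inhibition above the campaign mean inhibition of all tested compounds plus 3 SD, cut at about 20% in these data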;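 further: 0% = DMSO wells given NPY plus isoproterenol and 100% = isoproterenol alone without NPY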
#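 Material: Y1- and CNG-channel-expressing HEK293 cells / Probe or stimulus: NPY 25 nM then isoproterenol 1 µM plus Ro 20-1724 25 µM / Doses: 3.6 µM single dose, DMSO 0.4% / Schedule: compound incubation 1 h at room temperature, readout 45 min post-stimulation / Signal: membrane potential fluorescence / Benchmarks: isoproterenol-only wells as full block versus NPY-plus-isoproterenol wells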
# CHOP inh: inhibitors of CHOP induction in ER stress response. 3.8% of 220,000 active. inhibition, % at 10 µM. CHO-K1 CHOP-promoter luciferase, tunicamycin-induced, 15-18 h;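 active means compounds that reduced the stress-induced luciferase reporter signal by more than about 70% of percent inhibition, limit read from the data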;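 further: 0% = tunicamycin plus vehicle and 100% = wells without tunicamycin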
# PPC-1+TRAIL kill: kills PPC-1 cancer cells in the presence of TRAIL | AID 1443 | PPC-1 cells + TRAIL, ATPLite viability luminescence | cell killing (% activity), % at 4 µM | 0.41% of 220,000 active;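 active means cell killing above 50% in the first pass at 4 µM, then a duplicate retest at 5 µM averaging 50% or more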;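 further: plate controls were cells with TRAIL plus DMSO for no effect and medium-only wells lacking cells for full effect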
# TRPN1 ag: zebrafish TRPN1 (NompC) channel agonism; AID 1424; activation, % at 3 µM; 0.18% of 220,000 active; HEK293 zebrafish TRPN1-YFP, Fluo-8 calcium fluorescence; 100% = response to 87 µM carbachol;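 active means activation above its plate's cutoff, the mean activation of test wells on that plate plus 3 SD, cut at about 19% in these data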;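 further: 0% = DMSO alone and 100% = 87 µM carbachol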
#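 System: zebrafish TRPN1-YFP in HEK293 cells / Dosing: 3 µM single point / Timing: dye loading 1 h at 37 °C, then 30 min room temperature / Signal: Fluo-8 calcium fluorescence, excitation 470-495 nm, emission 515-575 nm / Read-out basis: percent activation from peak over basal fluorescence ratio, control-normalized / Control set: high carbachol 87 µM, low DMSO alone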
# PGE2 EP2 inh: blocks the human prostaglandin E2 receptor EP2. P43116. C6 glioma cells expressing human EP2, cAMP TR-FRET; cells stimulated with saturating PGE2. inhibition, % at 25 µM. 0.52% of 260,000 active. AID 1422;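 active means percent inhibition above 40 after rounding to a whole number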;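 further: rat C6 glioma host cells with rolipram phosphodiesterase inhibitor present; the protocol text gives 20 µM as final concentration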
# Active calls of the source: *; x = no result given; & = joins results of further samples; [ ] = remark or other dose. An excerpt, so the mix of outcomes need not match the whole.
SMILES,14-3-3 Bad inh,TRPML3 agonist,EP2 modulator,NPY-Y1 PAM-ag,NPY-Y1 antag,CHOP inh,PPC-1+TRAIL kill,TRPN1 ag,PGE2 EP2 inh
Cc1ccc(C(=O)COC(=O)c2cn3ccccc3n2)cc1,-11,1.1,9,-10,1,6,-2,-1.0,5
O=C(NCC(c1cccnc1)N1CCN(c2ccccc2F)CC1)c1cccc(Cl)c1 (configuration not stated),-9,0.2,-2,11,-1,23,1,0.9,25
Cc1ccc(S(=O)(=O)NCC(=O)OCC(=O)c2ccc(Br)s2)cc1,-18[fluorescence artefact?],0.1,39,-17,-1,-18,20,-1.5,25
Cc1cc2ccccn2c1C(=O)c1ccc(S(=O)(=O)N(C)C)cc1,2,2.8,-45,-4,1,46,4,6.0,8
COc1ccc(C(=O)NCc2cn3ccsc3n2)cc1OC,7,0.5,-5,-16,-1,8,7,1.5,8
Cn1cnnc1SCC(=O)c1cc2ccccc2o1,25,0.8,-9,14,63*,5,14,2.3,2
CS(=O)(=O)N1CCN(c2ccccc2[N+](=O)[O-])CC1,-3,0.9,-8,-14,-1,5,11,-0.8,6
CC(=O)Nc1ccc(NC(=O)c2cccc3c2-c2ccccc2C3=O)cc1,1,0.6,-51,2,-5,7,17,0.6,7
CCC(=O)NC(Nc1sc2c(c1C(=O)OC)CCCC2)(C(F)(F)F)C(F)(F)F,-3,-1.0,35,-18,6,31,-8,-0.5,4
CCCCC(=O)/C=C/n1c(=S)oc2ccccc21,-12,1.1,-104,-11,1,108*,-5,0.2,9
COC(=O)c1ccccc1NC1=C/C(=N\S(=O)(=O)c2cccs2)c2ccccc2C1=O,x,-0.5,-27,-5,-4,107*,4,-1.9,14
COC(=O)c1ccccc1OCCCN(C)C,3[fluorescence artefact?],0.7,15,-9,-3,21,18,1.6,10
Clc1ccccc1-c1nn2c(-c3ccccn3)nnc2s1,9,-0.7,22,4,5,-4,-3,-2.0,7
COc1cc(/C=C(\C#N)C(=O)NCC2CCCO2)c([N+](=O)[O-])cc1OC (configuration not stated),-2[fluorescence artefact?],1.1,20,1,6,-15,21,0.8,10
COc1ccc(-n2nc(C(=O)O)c3ccccc3c2=O)cc1,61[fluorescence artefact?],-0.6,3,-10,-2,24,8,-0.5,9
Cc1[nH][nH]c(=O)c1C(c1c(C)[nH][nH]c1=O)c1cn(Cc2ccc(Cl)c(Cl)c2)c2ccccc12,-3[fluorescence artefact?],0.2,28,-2,9,-16,14,-0.8,8
CCCN=C1NC(=O)C(CC(=O)NCCc2ccc(OC)c(OC)c2)S1 (configuration not stated),9[fluorescence artefact?],1.1,17,-31,-2,-13,7,1.1,7
COc1ccccc1C(=O)NNC(=O)C(=O)NC(C)(C)C,-5,-0.3,26,7,2,-2,12,-0.2,7
CCOC(=O)N1CCN(S(=O)(=O)c2cc(-c3nn4c(C)nnc4c4ccccc34)ccc2C)CC1,-8,0.1,10,6,-1,26,22,-0.6,0
COc1cccc(CNn2cn[nH]c2=S)c1OCc1ccccc1,-24,-0.1,44,2,-4,0,19,-1.1,3
Cc1oc(-c2ccc(Cl)cc2)[n+]([O-])c1C,84*,0.0,28,11,5,-3,2,0.1,14
CCN1C(=O)C(CC(=O)NCc2ccc(Cl)cc2)N(CC)C1=O (configuration not stated),-6,0.7,33,-4,1,-10,29,-0.5,6
COc1nccc(C(F)(F)F)c1C(=O)NC(=O)Nc1ccccc1,-8,0.2,3,-11,x,-1,-4,0.1,9
CCCN(CCC)CCCNc1ccc(C(=O)Nc2cccc(OC)c2)cc1[N+](=O)[O-],2,0.1,-50,23,-7,5,5,-0.1,14
COc1cc2c(cc1OC)-c1cc(NC3CCCCCC3)nc(=O)n1CC2,7,-0.8,18,-20,49*,9,-29,-0.6,17
C=CCNCCOCCOc1ccccc1-c1ccccc1,27,1.4,9,-4,11,4,12,0.8,10
Cc1cc(C(=O)N/N=C\C(Br)=C\c2ccccc2)c(C)o1,-5,1.5,-14,2,-5,31,32,0.2,7
COc1ccc(NS(=O)(=O)c2cc(NC(=O)c3cnc(C)cn3)ccc2N2CCCCC2)cc1,-3,0.9,11,-6,-1,47,23,-0.2,6
N#CCCn1nc(-c2ccc(Cl)cc2)cc1Nc1ccccc1NC(=O)C(F)(F)F,9,1.4,-12,35,-2,22,3,3.7,11
Cc1csc2nc(CSc3ccc(Cl)cc3)cn12,-10,-1.0,13,-21,2,-9,-3,-1.0,15
COc1ccc(N2Cc3cccc(C(=O)N4CCN(C(=O)c5ccco5)CC4)c3C2=O)cc1,3,-0.6,21,-3,3,-12,18,1.0,8
NC(=O)c1sc2nc3c(c(-c4ccc(Cl)cc4)c2c1N)CCCC3,-12,-0.1,54,-13,4,52,4,0.8,14
O=C(c1cc2c(=O)oc3ccccc3c2s1)N1CCOCC1,-1,0.2,-9,-10,-6,-21,0,1.4,12
CCN(CC)S(=O)(=O)c1cccc(NC(=O)COc2ccc(Cl)cc2Br)c1,8,0.3,-5,10,5,30,17,1.4,12
Cc1ccc(-n2c(Cn3nc(C(F)(F)F)cc3C)n[nH]c2=S)cc1,-3[fluorescence artefact?],0.1,15,-36,6,-14,11,-0.4,1
O=C(c1ccccc1)N1CCCOC1c1ccccc1 (configuration not stated),-4,0.3,-5,-4,-2,-4,-3,-0.7,8
CC(C)=CCN1CCN(Cc2cn[nH]c2C2CCCCC2)CC1CCO (configuration not stated),-12,0.6,1,-14,1,0,2,0.3,4
Cc1occc1C(=O)NNC(=S)NCC(C)C,-2[fluorescence artefact?],0.1,7,1,-1,7,-1,0.1,9
O=C(CC1OC(=O)c2ccccc21)NC1CCCCC1 (configuration not stated),8,0.4,19,-6,1,1,17,-0.5,3
CC[n+]1c(/C=C2\C=C(C)CC(C)C2)sc2ccccc21 (configuration not stated),-1[fluorescence artefact?],-0.2,6,-8,4,62,-2,-1.2,19
Cc1ccc(C2=NNC(=O)C(c3ccc(Cl)cc3)C2)cc1 (configuration not stated),-10,-0.5,-20,-3,-2,96*,10,-1.9,18
COc1cccc(C2C(C(N)=O)=C(C)Nc3nc(CCCO)nn32)c1OC (configuration not stated),9[fluorescence artefact?],1.4,5,-10,-1,-24,x,-0.8,7
O=C(N/N=C/c1cccnc1)c1ccc(S(=O)(=O)N2CCCCCC2)cc1,-3,1.8,-10,21,x,7,14,0.8,11
O=S1(=O)CCC(NCC2CCCO2)C1 (configuration not stated),25[fluorescence artefact?],1.2,-9,9,1,4,-1,0.8,13
COc1ccc(OC)c(-n2nnnc2SCC(=O)N2CCN(C(=O)c3ccco3)CC2)c1,-2,0.0,19,6,0,14,22,1.0,8
COc1cccc(NC(=O)Nc2ccc(Cc3ccncc3)cc2)c1,0,1.6,-41,7,-3,70*,-4,2.7,8
Cc1nc2ccccc2c(=O)n1/N=C/c1cn[nH]c1-c1ccccc1,2,1.8,-34,-15,x,9,12,2.8,8
CCCSc1cc(NCCOC(=O)CCC)c([N+](=O)[O-])c2nonc12,-17[fluorescence artefact?],0.0,-13,-12,-2,68,11,0.7,10
COc1ccc(C(NC(=O)/C=C\c2ccco2)c2ccc(OC)c(OC)c2)cc1 (configuration not stated),8,0.3,-20&17,-4,5,-2,-17,-0.4,13&5
Cc1cccc(NC(=O)COC(=O)c2ccc3c(=O)n4c(nc3c2)CCC4)c1,-24[fluorescence artefact?],0.6,9,-4,-6,51,5,1.2,14

# Arranged by formula weight (low to high): three of the compounds above
SMILES,14-3-3 Bad inh,TRPML3 agonist,EP2 modulator,NPY-Y1 PAM-ag,NPY-Y1 antag,CHOP inh,PPC-1+TRAIL kill,TRPN1 ag,PGE2 EP2 inh
CCCSc1cc(NCCOC(=O)CCC)c([N+](=O)[O-])c2nonc12,-17[fluorescence artefact?],0.0,-13,-12,-2,68,11,0.7,10
COc1cccc(C2C(C(N)=O)=C(C)Nc3nc(CCCO)nn32)c1OC (configuration not stated),9[fluorescence artefact?],1.4,5,-10,-1,-24,x,-0.8,7
Cc1cccc(NC(=O)COC(=O)c2ccc3c(=O)n4c(nc3c2)CCC4)c1,-24[fluorescence artefact?],0.6,9,-4,-6,51,5,1.2,14

# The listing continues.
SMILES,14-3-3 Bad inh,TRPML3 agonist,EP2 modulator,NPY-Y1 PAM-ag,NPY-Y1 antag,CHOP inh,PPC-1+TRAIL kill,TRPN1 ag,PGE2 EP2 inh
Cc1ccc(NC(=O)CN2CCc3ccccc3C2)cc1F,67,-1.2,-32,5,x,-8,-5,-1.1,5
Cc1ccc(NC(=O)C(=O)NCc2ccc(/C=C(/C#N)C(=O)NCc3cccnc3)o2)cc1C,1[fluorescence artefact?],0.4,8,2,-3,54,24,0.7,7
CNC(=O)c1c(C)nn(-c2ccc(F)c(Cl)c2)c1-c1cc(C)on1,1,0.1,26,-4,x,-6,6,-0.4,6
CCOC(=O)N1CCN(C(=O)c2ccc3c(c2)sc2nc(-c4ccccc4)cn23)CC1,-5,1.1,-15,-5,-4,-12,-1,3.4,13
CC(C)CC(=O)Nc1cc([N+](=O)[O-])ccc1Cl,3,0.1,13,36,-3,7,-5,-1.0,7
COCC(=O)Nc1ccc(S(=O)(=O)Nc2cc(C)nc(C)n2)cc1,-12,0.5,22,-2,8,6,6,-0.7,12
CCOC(=O)CC(NC(=O)C1c2ccccc2Oc2ccccc21)c1ccccc1Cl (configuration not stated),2,0.2,23,-21,3,-1,-20,-1.2,9
C=CCNC(=O)CC1C(=O)NCCN1Cc1ccc(-c2ccccc2)cc1 (configuration not stated),-10,0.4,-7,5,5,-18,24,0.1,7
COc1ccc(C(=O)NCC(=O)OCC(=O)c2ccc(Cl)cc2)cc1OC,-5,0.3,18,-14,9,-8,-15,0.4,4
CCN(CC)CCCNC(=O)Cn1ncc2c(=O)oc3ccc(C)cc3c21,-1,x,2,x,x,-22,-3,x,12
COc1ccccc1/C=C/C(=O)NCc1ccccn1,-11,0.1,-15,2,8,4,24,-0.9,16
CCOC(=O)c1ccc(NC(=S)N2CCCC(C)C2)cc1 (configuration not stated),0,0.6,-27,7,0,-13,-16,-0.4,9
CCc1cccc2c(C(=O)C(F)(F)F)cn(CC(=O)N3CCOCC3)c12,9,0.2,-37,-13,2,-6,12,3.2,6
O=c1[nH]cnc(O)c1C(c1ccc2c(c1)OCO2)c1c(O)nc[nH]c1=O,-21,1.1,27,4,4,19,-15,0.7,7
Cc1cc(NC(=O)C(C)C)n(-c2nc3ccccc3s2)n1,0,-0.4,5,-21,8,-18,8,-0.5,7
